High-throughput results as filed in PubChem BioAssay.
PME-1 primary: blocks human protein phosphatase methylesterase 1 | 0.53% of 320,000 active | AID 2130 | recombinant PME-1, FP-Rh probe fluorescence polarization | inhibition, % at 5.9 µM;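 active = inhibition above the campaign mean of all compounds plus 3 SD, cut at about 26% in these data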;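 also: competitive labeling of PME-1 active site by serine hydrolase directed probe; 0% = PME-1 with DMSO and 100% = wells lacking PME-1 enzyme; inhibitors block probe labeling so polarization falls and inhibition rises; many of its hits are not listed in these tables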
PAFAH1B2 inh: blocks human PAF acetylhydrolase 1b catalytic subunit 2; P68402; recombinant PAFAH1B2, FP-rhodamine activity probe, fluorescence polarization; inhibition, % at 3.39 µM; 1.2% of 340,000 active;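 active = inhibition above the mean of all tested compounds plus 3 SD, cut at about 24% in these data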;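 also: 0% = enzyme with DMSO and 100% = wells lacking PAFAH1B2; many of its hits are not listed in these tables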
Target sequence (P68402 whole entry, looked up): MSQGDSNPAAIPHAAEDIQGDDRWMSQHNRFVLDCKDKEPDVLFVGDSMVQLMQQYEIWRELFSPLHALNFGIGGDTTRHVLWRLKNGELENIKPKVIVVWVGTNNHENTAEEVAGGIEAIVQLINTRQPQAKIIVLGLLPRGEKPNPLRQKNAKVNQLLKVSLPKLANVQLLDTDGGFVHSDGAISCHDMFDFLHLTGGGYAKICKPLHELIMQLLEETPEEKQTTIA
MCL1-BIM inh: disrupts human MCL1 binding to BIM-BH3 peptide | GST-MCL1 / FITC-Bim-BH3 fluorescence polarization | Q07820 | AID 2057 | inhibition, % at 10.9 µM | 0.68% of 320,000 active;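 active = inhibition above the mean inhibition of all tested compounds plus 3 SD, set per campaign, cut at about 40% in these data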;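 also: 0% = DMSO wells and 100% = unlabeled Bim-BH3 peptide control; higher means more loss of mP so more displacement of Bim peptide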
Fam108B inh: blocks mouse Fam108B hydrolase in RBBP9 counter-screen; recombinant Fam108B, FP-Rh probe fluorescence polarization; inhibition, % at 9.51 µM; 0.33% of 300,000 active; AID 1947;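 active = inhibition above the screen mean inhibition plus 3 SD, computed separately per campaign, cut at about 18% in these data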;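 also: inhibitors lower polarization as less probe binds the enzyme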
Bcl-xL primary: inhibitors of human Bcl-xL; GST-Bcl-xL / FITC-Bim BH3 peptide fluorescence polarization; inhibition, % at 10.9 µM; 0.7% of 320,000 active;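 active = inhibition above the mean of all tested compounds plus 3 SD, cutoff set per campaign, cut at about 30% in these data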;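 also: 0% = DMSO wells and 100% = unlabeled Bim-BH3 peptide competitor; inhibitors lower millipolarization by displacing the labeled peptide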
Target sequence (Q07817 whole entry, looked up): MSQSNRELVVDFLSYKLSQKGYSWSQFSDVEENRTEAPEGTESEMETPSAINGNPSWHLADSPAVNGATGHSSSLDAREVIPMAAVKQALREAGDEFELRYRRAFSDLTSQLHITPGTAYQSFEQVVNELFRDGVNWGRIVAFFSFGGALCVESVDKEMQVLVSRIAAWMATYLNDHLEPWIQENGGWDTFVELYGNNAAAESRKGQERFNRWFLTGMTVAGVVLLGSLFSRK
pPAFAH FP inh: inhibitors of human plasma PAF acetylhydrolase (pPAFAH); 1.5% of 330,000 active; inhibition, % at 3.39 µM; Q13093; recombinant pPAFAH, FP-rhodamine probe fluorescence polarization; AID 463082;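 active = inhibition above the mean inhibition across the screen plus 3 SD, cut at about 25% in these data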;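 also: inhibitors block binding of the rhodamine activity-based probe so polarization drops; 0% = enzyme with DMSO and 100% = wells lacking pPAFAH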
Target sequence (Q13093 whole entry, looked up): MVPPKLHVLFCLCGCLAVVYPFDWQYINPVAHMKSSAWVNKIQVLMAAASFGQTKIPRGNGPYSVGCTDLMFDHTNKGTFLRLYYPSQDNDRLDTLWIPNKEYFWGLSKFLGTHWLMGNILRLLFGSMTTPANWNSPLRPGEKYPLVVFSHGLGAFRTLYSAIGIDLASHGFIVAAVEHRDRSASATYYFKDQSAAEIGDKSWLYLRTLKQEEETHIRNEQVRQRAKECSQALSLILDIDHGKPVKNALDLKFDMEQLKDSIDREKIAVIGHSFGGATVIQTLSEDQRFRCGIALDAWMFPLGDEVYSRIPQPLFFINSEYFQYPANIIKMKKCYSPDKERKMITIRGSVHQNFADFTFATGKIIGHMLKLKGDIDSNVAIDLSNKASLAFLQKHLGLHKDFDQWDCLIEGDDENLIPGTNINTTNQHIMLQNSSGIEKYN
AHR activator: activators of human aryl hydrocarbon receptor. activation, % at 5 µM. AID 2796. 2.5% of 320,000 active. AHR-responsive luciferase reporter cells, luminescence; in the data active = activation above about 47%;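 also: 0% = vehicle wells and 100% = reference agonist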
MEX-5 binding: C. elegans MEX-5 TCR-2 RNA binding activity; Q9XUB2; MEX-5/FITC-TCR2 RNA binding, fluorescence polarization; hits give low values; activity score (negative = inhibition of binding), % at 10 µM; 0.38% of 300,000 active; AID 1832;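 active = inhibition past about -25% in most replicates, and total fluorescence under double the plate's negative control median, limit read from the data; inconclusive = replicates evenly split on the limit, or fluorescence at least double controls; inactive = too little inhibition in most replicates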;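 also: 0% = DMSO and -100% = 5 µM competing unlabeled TCR2 RNA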
GLD-1 TGE inh: GLD-1-TGE RNA interaction inhibition (C. elegans) | Q17339 | purified GLD-1 + fluorescein TGE RNA, fluorescence polarization | inhibition, % at 5.96 µM | 0.44% of 320,000 active;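 active = percent inhibition above a per-plate cutoff, the plate mean of test compounds plus 3 SD, cut at about 30% in these data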;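 also: 0% = DMSO wells with GLD-1 and probe and 100% = wells lacking GLD-1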
* hit, by the source's call; ? = inconclusive; / = no result given.

SMILES | PME-1 primary | PAFAH1B2 inh | MCL1-BIM inh | Fam108B inh | Bcl-xL primary | pPAFAH FP inh | AHR activator | MEX-5 binding | GLD-1 TGE inh
O=C(CN1C(=O)NC2(CCCC2)C1=O)Nc1ccc(Cl)cc1C(F)(F)F | -3 | 3 | 7 | -3 | 4 | 1 | 3 | 4.4 | 5
Cc1cc(NC(=O)CSc2nccn2-c2ccc([N+](=O)[O-])cc2)no1 | 7 | 0 | -2 | 4 | -3 | -1 | 3 | / | -6
COc1ccc(NCc2nnc(SCC(=O)NCc3ccco3)n2-c2ccccc2OC)cc1 | -2 | 2 | 7 | -1 | 3 | -1 | 8 | 1.3 | -1
O=C(O)c1ccccc1CSc1nnnn1-c1ccccc1 | -7 | 7 | -12 | 0 | -11 | 6 | -1 | 1.8 | 2
C/C(CC(=O)Nc1ccc(N(C)C)cc1)=N\NC(=O)c1cnccn1 | 9 | 2 | 11 | 4 | 8 | 8 | 52* | -3.8 | 2
COc1ccc(CCC(=O)Nc2nc(C)c(C(=O)N(C)C)s2)cc1 | 0 | 1 | 2 | -2 | 6 | -5 | 0 | -3.0 | -3
NC(=O)Nc1ccc(C(=O)N2CCN(S(=O)(=O)Cc3ccccc3)CC2)cc1 | 6 | 3 | 2 | / | 3 | 12 | 0 | / | 3
CC(C)C(C)NC(=O)COc1ccc(S(=O)(=O)N2CCOCC2)cc1Cl (stereo unspecified) | 4 | 10 | 1 | 6 | 0 | 4 | 3 | 1.0 | 6
CCOc1ccc(C2=NNC(c3cccs3)=Nc3ccc(OCC)cc32)cc1 | 11 | / | 4 | 0 | 7 | 7 | 20 | 1.9 | 4
COC(=O)CSc1nc(N)c2c3c(sc2n1)C(c1ccccc1)SC(c1ccccc1)C3 (stereo unspecified) | -4 | -8 | -52 | 3 | -11 | 19 | 24 | 0.4 | 5
CSc1nnc(C)c(=O)n1COC(=O)/C=C/c1ccccc1 | 1 | 0 | -1 | 0 | -1 | 4 | -1 | -1.7 | 7
O=C(CCCOc1ccccc1)Nc1ccc(S(=O)(=O)N2CCOCC2)cc1 | 2 | 4 | 2 | -2 | 4 | 8 | 1 | -0.4 | 1
COC(=O)C1=C(O)/C(=C/c2cccc(OC)c2O)N=C1C | -1 | 1 | -1 | 0 | 2 | -1 | 3 | / | 7
Cc1ccc(/C=C(\C#N)C(=O)NCCN2CCOCC2)cc1 | -7 | 1 | -2 | -3 | 3 | -7 | 0 | -0.7 | -1
CCOc1ccc(CCNC(=O)COC(=O)c2cccnc2OCC)cc1OCC | -1 | 5 | 0 | -6 | 4 | 11 | 1 | 0.5 | 0
O=C(Cc1c(Cl)cccc1Cl)NC1=NCCS1 | -10 | 1 | -6 | 1 | -3 | -9 | 2 | -0.6 | -6
CCN(CC)S(=O)(=O)c1ccc(/C=C/C(=O)O)cc1 | -1 | -1 | 4 | 5 | -2 | -1 | 2 | -0.6 | 3
Cc1ccc(C2(C)NC(=O)N(CC(=O)NCc3cccs3)C2=O)cc1 (stereo unspecified) | 4 | -5 | -6 | -2 | 2 | 5 | -2 | -1.3 | 1
Cc1nc2ncnn2c(C)c1CCC(=O)N1CCN(C(=O)c2ccco2)CC1 | 5 | 2 | 14 | 0 | 16 | 9 | 1 | 0.8 | 11
CC1CCc2c(sc3nc(CN4CCOCC4)nc(N4CCc5ccccc5C4)c23)C1 (stereo unspecified) | 8 | 0 | 7 | 10 | 4 | 19 | 4 | 6.3 | -3
COC(=O)c1c(NC(=O)CN2C(=O)C(=O)N(CC(C)C)C2=O)sc(C)c1C | 0 | 2 | 4 | -3 | 3 | 16 | 3 | 0.8 | 2
CC12CC3(C)CC(C)(C1)CC(C(=O)NCc1cccnc1)(C2)C3 | -1 | -6 | 11 | -1 | 6 | -4 | 4 | 2.6 | -5
O=C(Nc1ccc(F)cc1)Nc1ccccc1N1CCCCC1 | 2 | 2 | -5 | 2 | -1 | 1 | 5 | 1.7 | 8
CSc1nc2ccc(NS(=O)(=O)c3c(Cl)cccc3Cl)cc2s1 | -6 | 0 | -22 | 4 | -3 | 8 | 3 | -2.5 | 4
CCOc1ccc(NC(=O)CN2C(=O)CSC2=O)cc1 | 5 | 3 | 9 | 2 | 9 | -2 | 7 | 0.6 | 0
O=C(C1CCC(CNS(=O)(=O)c2cccc3nsnc23)CC1)N1CCN(c2ccccn2)CC1 (stereo unspecified) | 5 | 10 | 9 | 0 | 8 | 3 | 0 | -0.7 | 8
CCN(CC)c1ccc2cc(-c3nc4ccccc4[nH]3)c(=O)oc2c1 | -10 | -1 | 76* | -9 | 81* | 6 | 7 | ? | 42*
CC1CCCC(NC(=O)C2CC(=O)N(Cc3ccccc3)C2)C1C (stereo unspecified) | -1 | 7 | 5 | 2 | 2 | -2 | 3 | -3.6 | -4
COc1ccc(CCN(C)C2CC(=O)N(c3ccccc3)C2=O)cc1OC (stereo unspecified) | 0 | -2 | 1 | 0 | 4 | -1 | -2 | 0.4 | 7
O=C(O)CCSc1nnc(COc2cccc3ccccc23)n1-c1cccc(Cl)c1 | -1 | 8 | 4 | 0 | 5 | 2 | 5 | -2.1 | -5
CCOC(=O)[C@H]1[C@H]2COc3ccc(C)cc3[C@@H]2N2C(=O)CN(Cc3ccc(OC)cc3)C(=O)[C@@]12C | -5 | 3 | -1 | / | 1 | 3 | 2 | / | -6
CC(C)C[C@@H]1NC(=O)[C@H](C(C)C)NC(=O)c2cc([N+](=O)[O-])cc(I)c2OCC[C@@H](C(N)=O)NC1=O | 1 | -3 | -5 | 1 | -2 | -2 | 1 | / | -4
Cn1c(-c2ccccc2)cc2onc(-c3ccccc3)c2c1=O | -1 | 1 | -1 | -8 | 6 | 1 | -10 | / | -5
COc1cc(/C=N/NC(=O)c2cccc(C)c2)ccc1OCC(=O)Nc1ccccc1 | -4 | / | 2 | -8 | 1 | 1 | 8 | 0.3 | 3
CNC(=O)Nc1ccccc1C(=O)Nc1ccccc1 | -5 | 6 | -5 | 4 | 5 | -2 | 10 | 2.3 | -3
O=C(Nc1ccc(Nc2ccccc2)cc1)c1ccc(Br)cc1 | 5 | 9 | 7 | 1 | 0 | 10 | -6 | -0.4 | 5
Cn1nnnc1SCC(=O)Nc1nc(-c2ccc(F)c(F)c2)cs1 | 1 | 0 | -7 | -1 | 1 | 2 | -11 | 0.8 | -4
O=c1c2ccccc2[nH]c(=S)n1CCC1=CCCCC1 | -8 | 2 | 1 | -5 | -3 | -4 | 113* | -0.1 | 2
CCCCc1ccc(NC(=S)N2CCCC(CO)C2)cc1 (stereo unspecified) | 2 | 8 | 5 | -1 | 3 | -1 | -11 | 1.5 | 3
COc1cc(NC(=O)CN2C(=O)NC(C)(CCC(C)C)C2=O)cc(OC)c1 (stereo unspecified) | 0 | 6 | 6 | 3 | 3 | 2 | 24 | -1.0 | 9
CC(Oc1ccccc1)C(=O)N1CCN(c2ccc(N3CCCCC3)nn2)CC1 (stereo unspecified) | 0 | 0 | -3 | 0 | 3 | 4 | -2 | -1.1 | -3
CCn1c(SC)nnc1-c1nnc(SC)n1CC | 4 | 3 | 3 | 0 | 2 | 2 | 7 | -0.5 | 2
Cc1sc2c(=O)n3c(nc2c1C(=O)NCCCN1CCOCC1)CCCCC3 | 1 | 1 | -2 | -2 | 2 | 5 | -3 | -1.4 | 3
CCCCn1c(SCC(=O)Nc2cccc(C)n2)nnc1-c1ccco1 | -10 | 4 | 8 | -7 | 0 | -5 | 4 | -0.7 | -6
Cc1cccc2cc(C#N)c(N3CCCC3)nc12 | -2 | 2 | 1 | -4 | 3 | 4 | 51* | 6.4 | 10
Cc1[nH]c(C)c(S(=O)(=O)Nc2ccc(OC(F)(F)F)cc2)c1C(=O)N1CCCCC1 | 0 | 7 | -3 | 1 | -3 | 0 | 4 | -3.5 | -7
Cc1cccn2c(=O)c3cc(C(=O)NCc4ccc(F)cc4)c(=N)n(CC4CCCO4)c3nc12 (stereo unspecified) | 1 | 6 | 3 | 2 | 7 | 6 | 6 | -7.8 | 3
O=c1cc(-c2ccsc2)oc2ccccc12 | / | 2 | / | / | / | 0 | 23 | / | 3
COc1cccc2cc(C(C)OC(=O)Nc3ccc(C)cc3)oc12 (stereo unspecified) | -4 | 0 | -4 | -7 | 7 | -2 | 2 | 2.7 | 5
CN(NC(=O)c1ccc(Cl)cc1Cl)C1=NS(=O)(=O)c2ccccc21 | -8 | 5 | 2 | 1 | -1 | 1 | -2 | -0.2 | 1
COc1ccc(Cl)cc1N1Cc2ccccc2C1 | -5 | -2 | 3 | 0 | 3 | 10 | 6 | 1.9 | -6
COc1cccc(-c2cc(C(=O)Nc3cc(C)n(Cc4ccc(Cl)cc4)n3)no2)c1 | -24 | -1 | 5 | -21 | 2 | 2 | -9 | 0.1 | 11
C/C(CC(=O)Nc1ccc(N(C)C)cc1)=N\NC(=O)C(=O)NCc1ccccc1 | 7 | 10 | 12 | -1 | 0 | 5 | 4 | -0.3 | 0
COc1ccccc1-c1nc(C#N)c(N2CC(C)CC(C)C2)o1 (stereo unspecified) | 6 | 15 | 3 | 4 | 0 | -1 | 17 | 1.0 | 6
Cc1ccc(C2Cc3cc(O)c(O)cc3CN2)cc1 (stereo unspecified) | 5 | / | 9 | 0 | 8 | 10 | 12 | / | 8
O=C1CC(N2CCN(Cc3ccccc3)CC2)C(=O)N1c1ccccc1 (stereo unspecified) | -1 | -1 | 2 | 0 | 4 | 0 | -2 | 1.2 | 11
Cc1ccc(-c2csc3ncn(-n4c(C)ccc4C)c(=O)c23)o1 | 1 | -5 | 16 | -1 | 9 | 7 | -1 | 3.3 | 12
COc1ccc(C(=O)N2CCN(C(=O)C3CCCO3)CC2)cc1[N+](=O)[O-] (stereo unspecified) | / | -4 | / | / | / | 0 | 0 | / | 1
Cn1nccc1C(=O)NC1CCCc2c1cnn2-c1ccc(F)cc1F (stereo unspecified) | -3 | 7 | 2 | 4 | 2 | -2 | -6 | 0.0 | -3
COc1cc(/C=C/C(=O)OCC(=O)NC(=O)NC(C)C)cc(S(=O)(=O)N2CCc3ccccc32)c1OC | 3 | 1 | 0 | -12 | -7 | -3 | 3 | 2.9 | -1
(further entries)
SMILES | PME-1 primary | PAFAH1B2 inh | MCL1-BIM inh | Fam108B inh | Bcl-xL primary | pPAFAH FP inh | AHR activator | MEX-5 binding | GLD-1 TGE inh
Cc1cc(Nc2cnc3ccccc3n2)n(-c2ccccc2)n1 | -2 | 0 | 6 | 0 | 6 | 8 | 10 | 0.0 | 0
Cc1cc(C)c2c(n1)nn1c(NCCN3CCOCC3)cc(C)nc21 | 3 | 1 | 3 | 3 | 1 | 8 | 16 | -3.4 | 7
COc1ccc(Cn2cc(F)c(=O)n(C)c2=O)cc1[N+](=O)[O-] | -3 | 10 | -15 | 0 | -10 | 0 | -1 | 2.6 | 5
CN(c1ccccc1)S(=O)(=O)c1ccc(C(=O)NCCc2ccccc2)cc1 | 0 | 15 | 19 | -1 | 1 | 5 | 3 | 0.4 | 2

The list is partial. The share of hits here may be higher or lower than overall.
